tim10-1 inh = growth inhibitors of tim10-1 mutant yeast; inhibition, % at 20 µM; AID 463190; S. cerevisiae tim10-1 ts strain growth, BacTiter-Glo, 24 h; 330,000 tested, 2.2% active;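 active = inhibition of at least 40%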;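 also: mutant grown at 25 °C; 0% = DMSO wells with yeast and 100% = wells holding no yeast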
mIAP activ = mouse IAP activation; muIAP, CDP-Star luminescence, 30 min; stronger effect = higher value; 1 = vehicle-only enzyme signal, 0 = enzyme-free wells; activation factor at 10 µM; 330,000 tested, 0.24% active;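 active = activation factor of at least 2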; also: the source names both 10 and 20 µM as test concentration; values of inactives mirror those of a sister screen read the other way
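also added = chemiluminescent substrate CDP-Star | test system = mouse IAP enzyme | signal = chemiluminescence readout | compound = DMSO-dissolved test compounds | incubation = 30 min at room temperature | benchmarks = DMSO wells, no-enzyme wells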
NALP3 yeast inh = NALP3 inhibition in yeast; Yeast reconstituted NLRP3/ASC/caspase-1, beta-gal luminescence, 24 h; 330,000 tested, 0.39% active; inhibition, % at 10 µM;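 active = inhibition of 50% or more; inactive = inhibition below 50%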;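 also: plate controls were induced DMSO wells for no effect and uninduced yeast grown without galactose for full effect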
hIAP inh = human IAP inhibition; purified IAP, CDP-Star luminescence, 30 min; inhibition, % at 10 µM; 330,000 tested, 0.12% active; AID 2544;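 active = inhibition reaching a set limit with compound at 10 µM in the primary screen, cut at about 35% in these data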;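 also: plate controls were DMSO wells with enzyme for no effect and no-enzyme buffer wells for full effect; values of inactives mirror those of a sister screen read the other way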
Target sequence (P09923 whole entry, looked up): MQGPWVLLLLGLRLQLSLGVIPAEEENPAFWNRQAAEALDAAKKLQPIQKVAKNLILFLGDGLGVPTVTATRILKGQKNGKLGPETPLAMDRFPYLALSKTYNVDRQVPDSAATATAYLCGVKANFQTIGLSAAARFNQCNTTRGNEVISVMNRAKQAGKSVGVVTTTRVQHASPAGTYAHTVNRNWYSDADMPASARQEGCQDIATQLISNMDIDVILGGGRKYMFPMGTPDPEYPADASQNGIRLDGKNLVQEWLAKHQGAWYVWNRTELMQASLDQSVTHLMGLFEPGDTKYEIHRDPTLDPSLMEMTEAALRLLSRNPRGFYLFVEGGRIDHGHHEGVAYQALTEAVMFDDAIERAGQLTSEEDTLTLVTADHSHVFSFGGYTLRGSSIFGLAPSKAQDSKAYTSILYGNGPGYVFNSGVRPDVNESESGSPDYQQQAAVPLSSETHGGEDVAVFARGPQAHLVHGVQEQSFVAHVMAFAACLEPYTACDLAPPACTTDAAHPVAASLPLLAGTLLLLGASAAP
TIM10 inh = TIM10 yeast growth inhibition. S. cerevisiae TIM10 strain growth, BacTiter-Glo luminescence, 24 h. 330,000 tested, 1.4% active. inhibition, % at 10 µM;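 active = inhibition of 40% or more at the single tested concentration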;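 also: wild-type TIM10 isogenic control strain grown at permissive 25 °C; 0% = DMSO yeast wells and 100% = minimal medium wells without yeast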
A3A deaminase = blocks human APOBEC3A ssDNA deamination. P31941. recombinant A3A, FAM/TAMRA ssDNA deamination fluorescence. inhibition, % at 20 µM. 330,000 tested, 0.41% active. AID 493011;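 active = at least 40% inhibition at 20 µM here, with at most 30% in a related deaminase screen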;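 also: plate controls were A3A with DMSO for no effect and wells lacking A3A enzyme for full effect; some results filed as inactive read as strong as hits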
Target sequence (P31941 whole entry, looked up): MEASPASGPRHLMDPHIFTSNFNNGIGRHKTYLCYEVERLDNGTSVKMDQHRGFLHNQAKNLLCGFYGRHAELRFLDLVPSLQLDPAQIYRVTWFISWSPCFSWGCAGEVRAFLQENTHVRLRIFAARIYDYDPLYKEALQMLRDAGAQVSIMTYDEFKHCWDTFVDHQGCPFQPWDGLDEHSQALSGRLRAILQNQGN
mIAP inh = mouse IAP inhibition | purified mouse IAP, CDP-Star luminescence, 30 min | inhibition, % at 10 µM | 330,000 tested, 0.2% active;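 active = inhibition of at least 40% at 10 µM in the primary screen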;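 also: plate controls were DMSO with enzyme for no effect and no enzyme wells for full effect; values of inactives mirror those of a sister screen read the other way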
A3G deaminase = APOBEC3G (human) deaminase inhibition; Q9HC16; recombinant A3G, ssDNA deamination FAM/TAMRA fluorescence; inhibition, % at 20 µM; 330,000 tested, 0.28% active;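 active = inhibition of at least 40% at 20 µM, with no more than 30% in the related APOBEC3A deaminase screen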;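 also: plate controls were DMSO wells with A3G for no effect and wells lacking A3G enzyme for full effect; some compounds called inactive have numbers as strong as hits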
MIN6 prolif = MIN6 beta-cell proliferation induction. proliferation, % at 10 µM. MIN6 cells proliferation, ATPlite luminescence, 48 h; cells starved in 0.2% serum; 100% = growth in 10% serum. 330,000 tested, 0.29% active;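 active = compounds whose signal lies at least 3.5 SD above the mean of all wells on their plate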;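 also: 0% = DMSO-treated cells in low-serum medium and 100% = 10% serum control; some compounds called inactive have numbers as strong as hits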
Starred values were filed as active, the others as inactive.

For Cc1ccc(S(=O)(=O)N2[C@@H](c3ccc(F)cc3)C(C(=O)O)=CC[C@H]2c2ccc3c(c2)OCO3)cc1 the results were tim10-1 inh 14, mIAP activ 1, NALP3 yeast inh 0, hIAP inh -3, TIM10 inh 5, A3A deaminase -2, mIAP inh 0, A3G deaminase -2 and MIN6 prolif -5.
For Cc1c(Br)c(C(F)(F)F)nn1CC(=O)N(C)C1CCCCC1 the results were tim10-1 inh 9, mIAP activ 1, NALP3 yeast inh 15, hIAP inh 8, TIM10 inh 17, A3A deaminase -6, mIAP inh 0, A3G deaminase -11 and MIN6 prolif -1.
Screening Cc1ccc(/C=N/Nc2nc3ccccc3[nH]2)s1 returned tim10-1 inh -25, mIAP activ 0.91, NALP3 yeast inh 20, hIAP inh -14, TIM10 inh -17, A3A deaminase -1, mIAP inh 9, A3G deaminase -5 and MIN6 prolif -5.
For CC(C)CCNC(=O)c1nn(Cc2ccccc2)c(=O)c2ccccc12 the results were tim10-1 inh 10, mIAP activ 0.96, NALP3 yeast inh 18, hIAP inh 4, TIM10 inh 9, A3A deaminase 1, mIAP inh 4, A3G deaminase -3 and MIN6 prolif 0.
For COc1ccc(NC(=O)C2CCCN(S(=O)(=O)c3ccc4c(c3)CCCN4C(C)=O)C2)cc1 (stereo not given) the results were tim10-1 inh 5, mIAP activ 1.1, NALP3 yeast inh 6, hIAP inh 18, TIM10 inh 9, A3A deaminase -10, mIAP inh -6, A3G deaminase -9 and MIN6 prolif 0.
Cc1cccc(NC(NC(=O)Cc2ccccc2)C(Cl)(Cl)Cl)c1 (stereo not given) was read as tim10-1 inh 24, mIAP activ 1.2, NALP3 yeast inh -7, hIAP inh -7, TIM10 inh 6, A3A deaminase -5, mIAP inh -23, A3G deaminase -7 and MIN6 prolif -1.
For Cc1ccccc1NC(=O)c1cc2c(=O)n3cccc(C)c3nc2s1 the results were tim10-1 inh -26, mIAP activ 1.1, NALP3 yeast inh 26, hIAP inh 27, TIM10 inh -2, A3A deaminase -3, mIAP inh -5, A3G deaminase -11 and MIN6 prolif 0.
Screening O=c1nc2sc3ccccc3n2c(=O)n1-c1cccc(Cl)c1 returned tim10-1 inh 13, mIAP activ 0.96, NALP3 yeast inh 8, hIAP inh 19, TIM10 inh -22, A3A deaminase 1, mIAP inh 4, A3G deaminase 2 and MIN6 prolif -3.
CC(=O)Nn1cnc2c(c1=O)C1(CCCC1)Cc1ccccc1-2 was read as tim10-1 inh 14, mIAP activ 1, NALP3 yeast inh 6, hIAP inh -2, TIM10 inh 37, A3A deaminase 4, mIAP inh -2, A3G deaminase -2 and MIN6 prolif 0.
Screening CCOC(=O)c1c(N)sc2c1CCSC2 returned tim10-1 inh 21, mIAP activ 0.75, NALP3 yeast inh 14, hIAP inh -2, TIM10 inh -13, A3A deaminase 7, mIAP inh 25, A3G deaminase 13 and MIN6 prolif -1.
Screening CCC(=O)c1ccc(OC(=O)c2ccc(Br)o2)cc1 returned tim10-1 inh 17, mIAP activ 1, NALP3 yeast inh 12, hIAP inh -1, TIM10 inh 14, A3A deaminase -1, mIAP inh -2, A3G deaminase -5 and MIN6 prolif 0.
`O=C1N(Cc2cccnc2)C[C@@H]2C[C@@H](c3ccc4nonc4c3)N3CCC[C@@]123` gave tim10-1 inh 7, mIAP activ 0.94, NALP3 yeast inh 3, hIAP inh 4, TIM10 inh 7, A3A deaminase -2, mIAP inh 6, A3G deaminase -7 and MIN6 prolif -1.
For COc1ccc(/C=N/NC(=O)Nc2nonc2N)cc1 the results were tim10-1 inh 1, mIAP activ 0.97, NALP3 yeast inh 2, hIAP inh 8, TIM10 inh -6, A3A deaminase -1, mIAP inh 3, A3G deaminase -7 and MIN6 prolif 0.
Screening O=C(c1cc(S(=O)(=O)N2CCOCC2)ccc1Cl)N1CCc2ccccc2C1 returned tim10-1 inh 12, mIAP activ 0.98, NALP3 yeast inh 7, hIAP inh 6, TIM10 inh 12, A3A deaminase 0, mIAP inh 2, A3G deaminase -6 and MIN6 prolif 5.
`COc1ccc(NC(=S)NC(NC(=O)c2ccc(Cl)cc2Cl)C(Cl)(Cl)Cl)c([N+](=O)[O-])c1` (stereo not given) gave tim10-1 inh 2, mIAP activ 0.67, NALP3 yeast inh 27, hIAP inh 20, TIM10 inh 8, A3A deaminase 0, mIAP inh 33, A3G deaminase 0 and MIN6 prolif -4.
`CC(=O)Nc1ccc(S(=O)(=O)Nc2ccc(S(=O)(=O)Nc3nc(C)cc(C)n3)cc2)cc1` gave tim10-1 inh -5, mIAP activ 1, NALP3 yeast inh 12, hIAP inh -6, TIM10 inh 11, A3A deaminase 3, mIAP inh 0, A3G deaminase -4 and MIN6 prolif 1.
Fc1ccc(/C=N/N2CCN(Cc3ccccc3)CC2)cc1 was read as tim10-1 inh 8, mIAP activ 0.99, NALP3 yeast inh 14, hIAP inh 2, TIM10 inh -5, A3A deaminase -4, mIAP inh 1, A3G deaminase -4 and MIN6 prolif -2.
For COc1ccc(NC(=O)CSc2nnc3n2CCCCC3)cc1S(=O)(=O)N1CCOCC1 the results were tim10-1 inh 11, mIAP activ 0.95, NALP3 yeast inh 10, hIAP inh 8, TIM10 inh 2, A3A deaminase -1, mIAP inh 5, A3G deaminase -6 and MIN6 prolif 3.
CN1CCN(C(=O)CN2C(=O)CC(C)(C)S(=O)(=O)c3ccccc32)CC1 was read as tim10-1 inh 21, mIAP activ 0.99, NALP3 yeast inh 12, hIAP inh -7, TIM10 inh 10, A3A deaminase -2, mIAP inh 1, A3G deaminase -5 and MIN6 prolif -2.
Screening CC(=O)Nc1ccc(C(=O)n2cnc3cc(C)c(C)cc32)cc1 returned tim10-1 inh -2, mIAP activ 0.98, NALP3 yeast inh 6, hIAP inh -25, TIM10 inh -8, A3A deaminase -2, mIAP inh 2, A3G deaminase -4 and MIN6 prolif 2.
For CCC(=O)Nc1ccc(NC(=O)c2oc3ccccc3c2C)cc1 the results were tim10-1 inh 11, mIAP activ 0.98, NALP3 yeast inh 35, hIAP inh 12, TIM10 inh -6, A3A deaminase 2, mIAP inh 2, A3G deaminase -3 and MIN6 prolif -2.
CC1(C)Cc2c(cnn2-c2cccc(F)c2)C(NC(=O)c2ccc(=O)[nH]n2)C1 (stereo not given) was read as tim10-1 inh 15, mIAP activ 1.1, NALP3 yeast inh 1, hIAP inh -10, TIM10 inh 2, A3A deaminase -3, mIAP inh -11, A3G deaminase -2 and MIN6 prolif 0.
COc1ccc(C(C(=O)NC2CCCC2)N(C(=O)c2snc(C(N)=O)c2N)C2CCCC2)cc1OC (stereo not given) was read as tim10-1 inh 11, mIAP activ 0.99, NALP3 yeast inh -7, hIAP inh 7, TIM10 inh -12, A3A deaminase -2, mIAP inh 1, A3G deaminase -3 and MIN6 prolif 5.
Screening CCC(CC)C(=O)Nc1cccc(S(=O)(=O)c2cccc(NC(=O)C(CC)CC)c2)c1 returned tim10-1 inh 25, mIAP activ 1.1, NALP3 yeast inh 4, hIAP inh -35, TIM10 inh -4, A3A deaminase -5, mIAP inh -8, A3G deaminase 9 and MIN6 prolif -2.
For CCOC(=O)NC(c1cccc(Cl)c1)C1CCCCCC1=O (stereo not given) the results were tim10-1 inh 30, mIAP activ 0.99, NALP3 yeast inh 0, hIAP inh 17, TIM10 inh 11, A3A deaminase 1, mIAP inh 1, A3G deaminase 3 and MIN6 prolif 1.
Screening COc1ccc(NC(=O)c2ccc(=O)oc2)cc1 returned tim10-1 inh 15, mIAP activ 0.89, NALP3 yeast inh -2, hIAP inh 8, TIM10 inh 11, A3A deaminase -4, mIAP inh 11, A3G deaminase -5 and MIN6 prolif -1.
Screening C=CCN1C(=O)c2ccc(C(=O)N(C)CC(=O)Nc3c(C)cccc3C)cc2C1=O returned tim10-1 inh -6, mIAP activ 1, NALP3 yeast inh -7, hIAP inh -5, TIM10 inh 13, A3A deaminase 16, mIAP inh 0, A3G deaminase 6 and MIN6 prolif -1.
Screening COc1ccccc1-c1nc(SCC(=O)Nc2ccccc2)n[nH]1 returned tim10-1 inh 4, mIAP activ 0.98, NALP3 yeast inh 17, hIAP inh 5, TIM10 inh -2, A3A deaminase -1, mIAP inh 2, A3G deaminase -4 and MIN6 prolif -2.
CC1(c2ccccc2)CC(C)(C)N(C(=O)c2cc([N+](=O)[O-])cc([N+](=O)[O-])c2)c2ccccc21 (stereo not given) was read as tim10-1 inh 17, mIAP activ 0.95, NALP3 yeast inh 14, hIAP inh 7, TIM10 inh -4, A3A deaminase -1, mIAP inh 5, A3G deaminase -4 and MIN6 prolif -3.
Screening O=C(Nc1nnc(-c2ccccc2Cl)s1)C1CCN(S(=O)(=O)c2ccc(Cl)cc2)CC1 returned tim10-1 inh -8, mIAP activ 1, NALP3 yeast inh 1, hIAP inh 7, TIM10 inh -13, A3A deaminase -4, mIAP inh -3, A3G deaminase -3 and MIN6 prolif 0.
Screening CC(O)(CS(=O)(=O)c1ccc(Br)cc1)c1ccccc1 (stereo not given) returned tim10-1 inh 11, mIAP activ 0.95, NALP3 yeast inh 6, hIAP inh -9, TIM10 inh 8, A3A deaminase -1, mIAP inh 5, A3G deaminase -4 and MIN6 prolif 1.
CN(CC(=O)Nc1ccc(F)c(F)c1F)C(=O)c1ccc2c(c1)OCCO2 was read as tim10-1 inh -17, mIAP activ 0.95, NALP3 yeast inh 20, hIAP inh 11, TIM10 inh -15, A3A deaminase -1, mIAP inh 5, A3G deaminase -7 and MIN6 prolif 0.
For C=CCN1CCCC1CNC(=O)c1cc2[nH]nnc2cc1OC (stereo not given) the results were tim10-1 inh 8, mIAP activ 1, NALP3 yeast inh 10, hIAP inh 0, TIM10 inh 5, A3A deaminase -4, mIAP inh -4, A3G deaminase 2 and MIN6 prolif -5.
`Cc1ccc(NC(=S)N2CCC(NC(=O)c3ccc(F)cc3)CC2)cc1` gave tim10-1 inh -3, mIAP activ 0.98, NALP3 yeast inh 23, hIAP inh 4, TIM10 inh -9, A3A deaminase -3, mIAP inh 2, A3G deaminase -8 and MIN6 prolif -2.
Screening CC(=O)N1CCN(S(=O)(=O)c2ccc(Cl)cc2F)CC1 returned tim10-1 inh 9, mIAP activ 1.1, NALP3 yeast inh -7, hIAP inh -15, TIM10 inh -1, A3A deaminase 7, mIAP inh -12, A3G deaminase 0 and MIN6 prolif -2.

Sorted by number of heavy atoms (smallest number first): some entries from above
Screening COc1ccc(NC(=O)c2ccc(=O)oc2)cc1 returned tim10-1 inh 15, mIAP activ 0.89, NALP3 yeast inh -2, hIAP inh 8, TIM10 inh 11, A3A deaminase -4, mIAP inh 11, A3G deaminase -5 and MIN6 prolif -1.
Screening CC(O)(CS(=O)(=O)c1ccc(Br)cc1)c1ccccc1 (stereo not given) returned tim10-1 inh 11, mIAP activ 0.95, NALP3 yeast inh 6, hIAP inh -9, TIM10 inh 8, A3A deaminase -1, mIAP inh 5, A3G deaminase -4 and MIN6 prolif 1.
For CCOC(=O)NC(c1cccc(Cl)c1)C1CCCCCC1=O (stereo not given) the results were tim10-1 inh 30, mIAP activ 0.99, NALP3 yeast inh 0, hIAP inh 17, TIM10 inh 11, A3A deaminase 1, mIAP inh 1, A3G deaminase 3 and MIN6 prolif 1.
`Cc1ccc(NC(=S)N2CCC(NC(=O)c3ccc(F)cc3)CC2)cc1` gave tim10-1 inh -3, mIAP activ 0.98, NALP3 yeast inh 23, hIAP inh 4, TIM10 inh -9, A3A deaminase -3, mIAP inh 2, A3G deaminase -8 and MIN6 prolif -2.

Screens (PubChem BioAssay)
